# RXFP1 agonist – activates the human relaxin receptor RXFP1 | Q9HBX9 | HEK293T-RXFP1 cAMP TR-FRET, 30 min; response scale: percent of porcine relaxin response, buffer zero | Potency, µM (series often up to 57.5 µM), without a hit: at the highest dose activation, hits mostly activators | 370,000 tested, 0.3% active | AID 2676; also: potency is read from the fitted curve at half-maximal effect; % is scaled to controls: 0 for no effect and ±100 for the full control effect; nearly all actives have a fitted effect of over 60% in size; many of its hits are not listed in these tables
#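 cAMP rise read by TR-FRET after 30 min, 37C compound exposure (up to 58 uM) in RXFP1-transfected HEK293 cells with Ro 20174 present. EC50 from Hill-equation fits, with 29 nM porcine relaxin as 100% and buffer as basal.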
# Glioma ERSR ind – ER stress response induction in glioma. U87-MG GRP78 promoter luciferase reporter, 16 h. Potency, µM, for inactives: at the highest dose activation, actives largely listed as activators. 420,000 tested, 0.02% active. AID 602332; also: potency is read from the fitted curve at half-maximal effect; series mostly up to about 76 µM; % of control where 0% means no effect; nearly all actives have a fitted effect of over 35% in size
#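 Stably transfected U87-MG glioma cells carrying a GRP78-based luciferase sensor; 16 h compound incubation. Luminescence end-point read 10 min after Bright-Glo addition at room temperature.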
# TrxR1 substrate – rat thioredoxin reductase 1 substrate activity. purified TrxR1 substrate turnover, NADPH consumption readout. Potency, µM (top dose mostly 114 µM), for inactives: at the highest dose activity change, negative = substrate turnover. 390,000 tested, 0.01% active. AID 588456; also: potency is read from the fitted curve at half-maximal effect; % is scaled to controls: 0 for no effect and ±100 for the full control effect; nearly all actives have a fitted effect of over 50% in size
# Target sequence (O89049 whole entry, looked up): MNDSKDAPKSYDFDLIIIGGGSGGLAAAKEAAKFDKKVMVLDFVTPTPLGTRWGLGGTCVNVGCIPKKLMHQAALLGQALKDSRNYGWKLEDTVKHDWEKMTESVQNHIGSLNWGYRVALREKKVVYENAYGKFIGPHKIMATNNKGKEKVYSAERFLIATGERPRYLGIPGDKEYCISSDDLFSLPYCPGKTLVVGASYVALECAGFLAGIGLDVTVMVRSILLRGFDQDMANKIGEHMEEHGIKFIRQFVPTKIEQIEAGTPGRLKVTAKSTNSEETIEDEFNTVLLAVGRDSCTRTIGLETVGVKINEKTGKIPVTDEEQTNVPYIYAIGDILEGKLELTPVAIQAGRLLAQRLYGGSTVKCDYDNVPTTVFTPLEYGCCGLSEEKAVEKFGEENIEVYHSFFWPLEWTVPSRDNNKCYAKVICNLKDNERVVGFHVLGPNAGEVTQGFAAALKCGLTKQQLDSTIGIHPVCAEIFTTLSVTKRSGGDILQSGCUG
#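 Rat TrxR1, dispensed at 90 nM, was prereduced with 400 uM NADPH (final) for 5 min at ~22 deg C, then incubated with compound 15 min before 400 uM selenite. A first-read NADPH fluorescence drop versus no-compound background flagged substrates.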
# Vif-APOBEC3G blk – blocks the Vif interaction with human APOBEC3G. Potency, µM (highest dose often 46.1 µM), without a hit: top-dose activity, negative = active, most hits filed as inhibitors. AID 602310. HeLa A3G-eYFP + Vif (tagged APOBEC3G with the HIV-1 protein that degrades it), YFP fluorescence, overnight. 410,000 tested, 0.076% active;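 also: potency is read from the fitted curve at half-maximal effect; % is scaled to controls: 0 for no effect and ±100 for the full control effect; nearly all actives have a fitted effect of over 60% in size; hits raise eYFP signal because A3G escapes Vif-driven loss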
#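 HeLa cells stably expressing Vif and C-terminally eYFP-tagged A3G, seeded overnight at 37 deg C, then exposed to compound by pintool overnight at 37 deg C. Rise in yellow fluorescence (Ex 488/Em 500-530, Acumen) marks blocked Vif-driven A3G degradation.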
# USP1-UAF1 inh – blocks the human USP1/UAF1 deubiquitinase complex. O94782. recombinant USP1/UAF1, Ub-Rhodamine cleavage fluorescence. Potency, µM (series often up to 57.1 µM), for inactives: at the highest dose activity change, negative = inhibition, usual class: inhibitors. 390,000 tested, 0.23% active; also: potency is read from the fitted curve at half-maximal effect; % is scaled to controls: 0 for no effect and ±100 for the full control effect; nearly all actives have a fitted effect of over 60% in size; inactives centre near -12
#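 In this screen, compounds sit with the deubiquitinase complex (1nM) for 15 min at room temperature before Ub-Rho is added at 150nM final. Fluorescence rise is then followed for 6 reads every 60 seconds.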
# Vif-A3F inh – inhibitors of Vif-A3F interaction. HeLa A3F-eYFP + Vif (tagged APOBEC3F with the HIV-1 protein that degrades it), YFP fluorescence increase. Potency, µM (series often up to 46.1 µM), without a hit: at the highest dose activity, negative = active. 390,000 tested, 0.2% active. AID 602313; also: potency is read from the fitted curve at half-maximal effect; % of control where 0% means no effect; nearly all actives have a fitted effect of over 65% in size
#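 HeLa cells stably expressing Vif plus C-terminally eYFP-tagged A3F were seeded, incubated overnight at 37 deg C, dosed with compound, incubated overnight again at 37 deg C. Yellow fluorescence (Ex 488/Em 500-530) reported blocked Vif-mediated A3F-eYFP degradation.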
# PI4K2A inh – PI4K2A (human) kinase inhibition | Q9BTU6 | purified PI4K2A, ADP-Glo luminescence, 1 h; active compounds read low | 420,000 tested, 0.13% active | activity change, negative = inhibition, % at 76.9 µM; in the data active = activity change below about -50%; inconclusive = mostly about -30% to -49%;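 also: -100% = wells without enzyme as full effect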
# Target sequence (Q9BTU6 whole entry, looked up): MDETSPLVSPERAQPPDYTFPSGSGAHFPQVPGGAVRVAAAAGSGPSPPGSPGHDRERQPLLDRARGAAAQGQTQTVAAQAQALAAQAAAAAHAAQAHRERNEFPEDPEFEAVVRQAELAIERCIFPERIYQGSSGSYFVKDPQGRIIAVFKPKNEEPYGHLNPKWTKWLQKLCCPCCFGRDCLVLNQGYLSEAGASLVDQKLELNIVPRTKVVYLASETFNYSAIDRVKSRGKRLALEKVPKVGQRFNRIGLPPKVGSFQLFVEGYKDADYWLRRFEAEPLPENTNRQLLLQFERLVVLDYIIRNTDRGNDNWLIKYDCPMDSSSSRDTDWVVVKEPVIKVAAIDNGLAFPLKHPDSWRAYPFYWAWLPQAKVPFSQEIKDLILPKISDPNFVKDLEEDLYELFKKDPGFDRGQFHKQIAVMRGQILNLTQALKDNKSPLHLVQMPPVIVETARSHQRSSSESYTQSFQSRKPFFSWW
#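 Compounds are screened against recombinant PI4K2A using PI as substrate and ATP, the latter dispensed at 300 microM. Reactions run one hour at ambient temperature before ADP-Glo detection; full inhibition defined by wells lacking enzyme.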
# IDH1 R132H inh – inhibitors of human mutant IDH1 R132H | 390,000 tested, 0.093% active | IDH1-R132H enzyme, NADPH consumption, diaphorase/resazurin fluorescence | Potency, µM (titrated, usually from 76.6 µM), for inactives: at the highest dose activity change, negative = inhibition, actives largely listed as inhibitors | AID 602179; also: potency is read from the fitted curve at half-maximal effect; % is scaled to controls: 0 for no effect and ±100 for the full control effect; nearly all actives have a fitted effect of over 65% in size
#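 IDH1-R132H (0.5 ug/mL dispensed) in pH 7.5 Tris buffer was preincubated 30 min with compound, then given a substrate mix of 0.016 mM NADPH and 2 mM alpha-KG for 80 min at room temperature; remaining NADPH was read by diaphorase/resazurin fluorescence.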
# LDHA inh – inhibitors of human lactate dehydrogenase A; purified LDHA, NADH/diaphorase-resazurin fluorescence; active compounds read low; AID 1347041; activity change, % (values are at about 110 or 230 µM); P00338; 480,000 tested, 0.15% active; in the data active = activity change below about -30%; inconclusive = mostly about -25% to -30%;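 also: plate controls were DMSO wells for no effect and wells without enzyme for full effect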
#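 LDH5 2 nM; NADH 0.06 mM, pyruvate 0.2 mM; 200 mM Tris pH 7.4, EDTA, Tween-20; 5 min RT. Detection: diaphorase 0.133 mg/mL + resazurin 37 µM, fluorescence ex540/em590 at 0 and 20 min; normalized to enzyme-free and DMSO wells.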
# An asterisk follows results filed as active; ? = inconclusive; . = no result given; & = joins results of further samples; [ ] = remark or other dose. Unless noted, calls follow the shape of the dose curve; as a rule, active = well fitted curve in the direction sought with a large enough effect; inconclusive = small, poorly fitted or top-dose-only effect, or another doubt; inactive = no such curve, though single readings can be large; an effect the other way counts as inactive or inconclusive. An excerpt; the hit share may differ from the screen's.
SMILES,RXFP1 agonist,Glioma ERSR ind,TrxR1 substrate,Vif-APOBEC3G blk,USP1-UAF1 inh,Vif-A3F inh,PI4K2A inh,IDH1 R132H inh,LDHA inh
COc1cccc(CN(C)CC(=O)Nc2ccccc2C(C)C)c1,1.3%,-2%,5%[57.1 µM],7%,-9%,2%,-3,0%,-19
COc1c(F)c(F)c(C(=O)Nc2ccc3oc(-c4ccncc4)nc3c2)c(F)c1F,-9.6%,-3%,10%[57.1 µM],-1%,-2%,-9%,-8,4%,-6
O=C(COC(=O)c1cnc(Cl)c(Cl)c1)NCc1cccs1,0.1%,-2%,7%[57.1 µM],1%,-1%,4%,-3,1%,-3
O=c1[nH]cnc2scc(-c3ccccc3)c12,-0.2%,6%,-4%,0%,-2%,7%,-10,2%,-8
N#C/C(=C\c1ccc(OCc2cccc(C(=O)O)c2)cc1)C(=O)NCc1ccco1,1.4%,-15%,-4%,2%,-3%,-2%,2,4%,-3
COc1ccc(NCc2cccn2-c2nnc(N3CCCCCC3)s2)cc1,-2.9%,-1%,-12%,-4%,-28%,3%,-1,-3%,1
Cc1cc(C)c(C)c(S(=O)(=O)N2CCN(C(=O)c3cc(S(=O)(=O)N4CCOCC4)ccc3F)CC2)c1C,.,0%,-6%,0%,-9%,8%,0,-10%,-6
Cc1ccc(N(CC(=O)N2CCN(c3cc(C)ccc3C)CC2)S(=O)(=O)c2c(C)nn(C)c2C)cc1,-1.9%,-3%,-2%,-4%,-16%,-9%,-2,3%,0
Cc1nnc(N2CCN(C(=O)Nc3cccc(C(F)(F)F)c3)CC2)c2nn(-c3ccccc3)c(C)c12,8.2%,.,8%[57.1 µM],.,-16%,.,1,.,-1
Cn1cccc1C(=O)NC(=O)COC(=O)CNS(=O)(=O)c1ccc(Br)cc1,0.2%,4%,-8%,1%,-8%,.,0,3%,2
COc1cccc(NC(=O)c2cc(-c3ccc(OC)cc3OC)nc3ccccc23)c1,.,-3%,7%,-1%,-19%,0%,1,-15%,-4
COc1cccc(SCc2noc(C(=O)NC(C)C)c2C(=O)O)c1,-0.3%,-2%,3%,-1%,-22%,-4%,-2,2%,-10
O=S(=O)(Nc1ccc(Cl)cn1)c1ccccc1,0.4%,-2%,7%[57.1 µM],-1%,3%,-4%,1,-6%,-7
CC(C)[C@H](NC(=O)c1ccccc1Cl)C(=O)OCC(=O)Nc1ccc(S(=O)(=O)N2CCOCC2)cc1,.,-3%,-2%,-1%,-1%,-12%,-10,10%,-4
CCOc1ccc(N(CC(=O)Nc2ccc(OC)cc2OC)S(=O)(=O)c2c(C)[nH]c(=O)[nH]c2=O)cc1,-2.4%,-5%,0%,-3%,-8%,-6%,2,-11%,-6
CCOC(=O)C1=C(Nc2ccc(OC)cc2)OCC1=O,3.1%,-5%,5%[57.1 µM],0%,7%,-6%,-1,19%,-2
O=C(NNC1CC(=O)N(c2ccc3c(c2)OCCO3)C1=O)c1ccc(Cl)cc1 (stereo not drawn),-0.1%,0%,-3%,0%,-19%,8%,0,14%,-5
COc1ccc2nc(NC(=O)C34CC5CC(CC(NC(C)=O)(C5)C3)C4)sc2c1,0.1%,1%,7%,6%,-14%,0%,-1,-3%,-3
CCCCOc1ccc(C2=CSC3=NCCN23)cc1[N+](=O)[O-],3.4%,-6%,9%[57.1 µM],4%,-2%,-16%,-6,2%,-5
Cc1ccc2nsnc2c1S(=O)(=O)NC1CC1,2.3%,-3%,0%,-3%,-3%,-5%,-2,0%,1
CC(Sc1ccc(Cl)cc1)C(=O)Nc1ccccc1-c1ccccc1 (stereo not drawn),-2.5%,-2%,-11%,0%,-5%,4%,2,10%,-2
CCc1ccc(NC(=O)c2cnc3scc(C)n3c2=O)cc1,4.3%,5%,35%,0%,-24%,-7%,0,8%,-2
O=C1CC2(CCN(S(=O)(=O)c3ccccc3F)CC2)Oc2ccccc21,0.0%,-4%,10%,2%,-11%,7%,-4,6%,2
COC(=O)c1ccc(NC(=O)C(=O)N2CCN(C(=S)NCCc3ccccc3)CC2)cc1,-0.4%,-3%,-9%,-1%,1%,7%,-1,4%,-2
O=C(Nc1cccc(Cl)c1)c1ccc2ncsc2c1,0.8%,?,-7%,-2%,-4%,1%,0,12%,-1

# Retrieved by structure from the list above:
SMILES,RXFP1 agonist,Glioma ERSR ind,TrxR1 substrate,Vif-APOBEC3G blk,USP1-UAF1 inh,Vif-A3F inh,PI4K2A inh,IDH1 R132H inh,LDHA inh
O=C(Nc1cccc(Cl)c1)c1ccc2ncsc2c1,0.8%,?,-7%,-2%,-4%,1%,0,12%,-1
COc1c(F)c(F)c(C(=O)Nc2ccc3oc(-c4ccncc4)nc3c2)c(F)c1F,-9.6%,-3%,10%[57.1 µM],-1%,-2%,-9%,-8,4%,-6

# The main list resumes, repeating the four entries before the break.
SMILES,RXFP1 agonist,Glioma ERSR ind,TrxR1 substrate,Vif-APOBEC3G blk,USP1-UAF1 inh,Vif-A3F inh,PI4K2A inh,IDH1 R132H inh,LDHA inh
CCc1ccc(NC(=O)c2cnc3scc(C)n3c2=O)cc1,4.3%,5%,35%,0%,-24%,-7%,0,8%,-2
O=C1CC2(CCN(S(=O)(=O)c3ccccc3F)CC2)Oc2ccccc21,0.0%,-4%,10%,2%,-11%,7%,-4,6%,2
COC(=O)c1ccc(NC(=O)C(=O)N2CCN(C(=S)NCCc3ccccc3)CC2)cc1,-0.4%,-3%,-9%,-1%,1%,7%,-1,4%,-2
O=C(Nc1cccc(Cl)c1)c1ccc2ncsc2c1,0.8%,?,-7%,-2%,-4%,1%,0,12%,-1
CCN1CCC[C@H]1CNC(=O)c1c(OC)ccc(Br)c1OC,1.3%,-4%&-2%&-3%&-3%,3%,0%,-25%,2%,-3&1,30%,-7
COc1ccc(NC(=O)COC(=O)CO/N=C(\C)c2ccc3c(c2)OCO3)cc1S(N)(=O)=O,0.0%,-6%,3%,-5%,-19%,-19%,3,0%,-5
Nc1nnc2cc(Cl)ccc2n1,.,1%,-5%[2.29 µM],-5%,1%,2%,-1,0%,8
Cc1ccc(S(=O)(=O)N2CCC(C(=O)OCCOc3ccccc3)CC2)cc1C,0.4%,-4%,-16%,0%,-4%,5%,6,3%,-6
Cc1c(C(=O)NC2CCCc3ccccc32)oc2ccc(S(=O)(=O)N3CCCC3)cc12 (stereo not drawn),-1.0%,5%,9%,0%,-6%,-6%,0,5%,-6
COc1ccccc1N1CCN(Cc2cc(OC)c3c(c2)OCO3)CC1,-0.1%,-5%,-1%,8%,-14%,4%,1,9%,0
COc1ccc(CNc2ccccc2SC)cc1OC,2.2%,2%,7%,1%,-13%,7%,-1,-4%,18
COC(=O)c1sccc1NC(=O)COc1ccc(Cl)cc1Cl,-0.9%,2%,8%,-5%,-19%,2%,4,2%,-1
CC1CCN(C(=O)Cn2cc(SCc3cccc(F)c3)c3ccccc32)CC1,0.3%,-1%,2%,-4%,8%,0%,-3,-12%,8
O=C(CN1C(=O)COc2ccc(S(=O)(=O)N3CCCCCC3)cc21)N1CCN(c2ccccc2)CC1,-2.1%,-1%,-10%,-3%,-9%,8%,2,-8%,-17
O=C(Nc1ncc(Cc2cccc(C(F)(F)F)c2)s1)c1ccc(-c2cccc([N+](=O)[O-])c2)o1,-0.5%,-5%,-12%,-1%,-6%,5%,0,6%,-2
Cc1noc(C)c1NC(=O)Nc1ccc2c(c1)C(=O)N([C@H](C)CO)C[C@H](C)[C@@H](CN(C)S(C)(=O)=O)O2,.,-2%,8%[57.1 µM],-1%,-4%,-3%,3,-7%,-3
CCN(CC)c1ccc2cc(-c3nc4ccccc4[nH]3)c(=O)oc2c1,9.2%,-5%,-11%,?,-20%,-349%,-2,4%,3
COc1cc(OC)cc(C(=O)NCC(=O)OCC(=O)N2CC(C)CC(C)C2)c1 (stereo not drawn),-2.0%,-5%,0%,0%,-6%,-8%,5,19%,-2
COc1cccc(OC)c1C(=O)Nc1ccc(S(=O)(=O)Nc2ncccn2)cc1,-0.1%,-4%,0%,-4%,-1%,1%,1,3%,-4
CCOC(=O)Cn1c(=O)n(-c2ccccc2OC)c2nc(-c3ccccc3F)nc(C(N)=O)c21,0.3%,-2%,1%[57.1 µM],-8%,-22%,-1%,-5,-2%,-4

# Some of the entries above, set out differently.
O=C(Nc1cccc(Cl)c1)c1ccc2ncsc2c1
  RXFP1 agonist: 0.8%; Glioma ERSR ind: ?; TrxR1 substrate: -7%; Vif-APOBEC3G blk: -2%; USP1-UAF1 inh: -4%; Vif-A3F inh: 1%; PI4K2A inh: 0; IDH1 R132H inh: 12%; LDHA inh: -1

COc1ccc2nc(NC(=O)C34CC5CC(CC(NC(C)=O)(C5)C3)C4)sc2c1
  RXFP1 agonist: 0.1%; Glioma ERSR ind: 1%; TrxR1 substrate: 7%; Vif-APOBEC3G blk: 6%; USP1-UAF1 inh: -14%; Vif-A3F inh: 0%; PI4K2A inh: -1; IDH1 R132H inh: -3%; LDHA inh: -3

COc1cccc(CN(C)CC(=O)Nc2ccccc2C(C)C)c1
  RXFP1 agonist: 1.3%; Glioma ERSR ind: -2%; TrxR1 substrate: 5%[57.1 µM]; Vif-APOBEC3G blk: 7%; USP1-UAF1 inh: -9%; Vif-A3F inh: 2%; PI4K2A inh: -3; IDH1 R132H inh: 0%; LDHA inh: -19

# Screening data: PubChem BioAssay, National Center for Advancing Translational Sciences (NCATS)
